Screening data deposited in PubChem BioAssay by several laboratories.
VLA-4 inh: inhibition in a human VLA-4 binding assay. inhibition, % (about 7 µM as worked out from the volumes in the protocol). VLA-4 expressing cells, ligand binding flow cytometry. hit rate 0.2% among 330,000. P13612; in the data active means inhibition above about 50%
GRK2 inh: blocks RNA aptamer binding to human GRK2; hit rate 0.59% among 330,000; bead flow cytometry, FAM-aptamer displacement from GRK2; AID 488847; inhibition of aptamer binding, % at 10 µM; P25098;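 active means inhibition of aptamer binding above 40%, roughly 3 SD of noise, on plates passing a quality check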;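 further: median bead fluorescence of bound FAM aptamer so fluorescent compounds give negative values; no value below 0 was filed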
core dimer inh: HCV core protein dimerization inhibition | TR-FRET GST/Flag-core106 dimerization, 1536-well | inhibition, % at 5 µM | hit rate 0.33% among 300,000 | AID 1899;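 active means inhibition above the mean of all tested compounds plus 3 SD, set per screening campaign, cut at about 45% in these data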
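test system = GST/Flag-tagged HCV core106 proteins | probe or stimulus = Eu donor and XL665 acceptor anti-tag antibodies | times = compound-protein-antibody incubation 4 h at 22.5 °C | signal = TR-FRET, excitation 340 nm, emission 617 and 671 nm | measure = percent inhibition of core106 dimerization signal | controls = wells lacking GST-core106 and wells with excess unlabelled core106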
GASC-1 inh: blocks human GASC-1 demethylase activity; GST-JMJD2C(1-420) H3K9me3 demethylation, DELFIA europium; inhibition, % at 2.35 µM; Q9H3R0; hit rate 0.069% among 330,000;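 active means more than half of a compound's replicate wells show inhibition beyond 50%, single wells judged on their own value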;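 further: signal counts dimethyl H3K9 product captured on neutravidin plate; 0% = median of DMSO wells and 100% = 0.3 times that DMSO median; strong numbers were not always called active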
Target sequence (Q9H3R0 1-420 limits assumed): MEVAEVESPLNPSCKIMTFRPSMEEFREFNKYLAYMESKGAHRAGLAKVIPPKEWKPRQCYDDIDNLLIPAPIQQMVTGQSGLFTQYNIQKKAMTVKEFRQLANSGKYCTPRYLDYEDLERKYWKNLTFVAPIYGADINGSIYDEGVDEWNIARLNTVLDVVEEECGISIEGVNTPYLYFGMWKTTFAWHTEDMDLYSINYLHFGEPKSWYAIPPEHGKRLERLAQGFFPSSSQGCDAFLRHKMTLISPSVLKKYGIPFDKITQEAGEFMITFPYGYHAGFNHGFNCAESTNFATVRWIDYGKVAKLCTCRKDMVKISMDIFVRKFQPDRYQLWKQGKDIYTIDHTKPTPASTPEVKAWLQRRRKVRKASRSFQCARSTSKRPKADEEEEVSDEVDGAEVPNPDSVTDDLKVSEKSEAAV
CTSL1 counter: blocks F. hepatica cathepsin L1 in PFM18AAP counter-screen; inhibition, % at 5.96 µM; hit rate 0.49% among 300,000; recombinant F. hepatica cathepsin L1, Z-Leu-Arg-MCA fluorescence; AID 1906;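 active means inhibition above the mean of all tested compounds plus 3 SD, set per screening campaign, cut at about 17% in these data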;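 further: 0% = plate median of test compound wells and 100% = 1 µM Z-Phe-Ala-diazomethylketone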
PP1 inh: counter-screen for PP5 inhibitors: inhibitors of human PP1-alpha | purified PP1alpha, OMFP fluorescence | inhibition, % at 6.7 µM | AID 2235 | hit rate 0.9% among 320,000 | P62136;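 active means inhibition above the mean inhibition of all tested compounds plus 3 SD, computed separately for each screening campaign, cut at about 15% in these data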
procasp7 counter: counter-screen for procaspase-3 activators: activators of human procaspase-7; P55210; recombinant procaspase-7, Ac-DEVD-pNA absorbance 405 nm; D23A/D198A/D206A triple mutant, cannot self-cleave; scale: DMSO 0, 5 µM enzyme 100; activation, % at 8.5 µM; hit rate 0.093% among 330,000; AID 463210;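 active means percent activation above the screen-wide mean plus 3 SD, cut at about 25% in these data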
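System: Procaspase-7 triple mutant (PC-7 D3A); measure: % activation from two-timepoint absorbance difference, scaled to controls; times: 1 h compound preincubation, 2 h substrate cleavage, 25 °C; also added: Ac-DEVD-pNA substrate, 400 µM as added; measured by: Epi-absorbance of released pNA at 405 nm, two timepoints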
procasp3 activ: procaspase-3 (human) activation; activation, % at 8.5 µM; recombinant procaspase-3 D3A, Ac-DEVD-pNA absorbance 405 nm; hit rate 0.11% among 330,000; P42574; AID 463141;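 active means activation above the mean of all tested compounds plus 3 SD, cut at about 21% in these data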;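 further: 0% = DMSO alone and 100% = DMSO wells spiked with extra 5 µM PC-3 D3A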
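Test system: Procaspase-3 D3A mutant; medium: Zinc-free HEPES/NaCl buffer with 0.01% Triton X-100 at pH 7.4; reagent: DEVD-pNA substrate; doses: one concentration, 8.5 µM nominal, 0.8% DMSO; times: 1 h preincubation plus 2 h reaction at 25 °C; signal: Epi-absorbance at 405 nm of released p-nitroaniline, 0 and 120 min; replicates: singlicate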
PP5 primary: PP5 (human) phosphatase inhibition. P53041. purified PP5c, OMFP substrate fluorescence. inhibition, % at 6.7 µM. hit rate 0.18% among 320,000. AID 1987;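 active means inhibition above the campaign's mean inhibition across all tested compounds plus 3 SD, cut at about 9.5% in these data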;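 further: 0% = DMSO only and 100% = 100 µM cantharidin control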
Target sequence (P53041 whole entry, looked up): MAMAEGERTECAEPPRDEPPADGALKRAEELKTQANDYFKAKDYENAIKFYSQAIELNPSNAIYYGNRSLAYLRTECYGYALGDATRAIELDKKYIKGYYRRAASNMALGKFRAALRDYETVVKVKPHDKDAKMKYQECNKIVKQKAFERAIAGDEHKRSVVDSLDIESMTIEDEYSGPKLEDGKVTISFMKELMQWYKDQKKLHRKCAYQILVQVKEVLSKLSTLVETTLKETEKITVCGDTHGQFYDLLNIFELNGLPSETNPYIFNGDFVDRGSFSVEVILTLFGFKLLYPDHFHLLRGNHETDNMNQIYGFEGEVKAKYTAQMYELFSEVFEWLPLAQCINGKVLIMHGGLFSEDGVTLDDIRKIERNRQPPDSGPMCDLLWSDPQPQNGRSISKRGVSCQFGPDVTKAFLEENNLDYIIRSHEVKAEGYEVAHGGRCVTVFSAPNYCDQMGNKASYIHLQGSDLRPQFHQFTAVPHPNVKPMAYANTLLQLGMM
* = called active by the depositor; i = inactive; · = not tested or not shown. Random draw from the library; about 2.6% have a hit in one of these screens.

SMILES	VLA-4 inh	GRK2 inh	core dimer inh	GASC-1 inh	CTSL1 counter	PP1 inh	procasp7 counter	procasp3 activ	PP5 primary
CCc1ccc(N(CC(=O)NCc2cccnc2)S(=O)(=O)c2ccccc2)cc1	0	2	-20	6	6	-3	6	-5	-2.3
C[C@@H]1O[C@@H](O[C@H]2[C@H](O)[C@@H](O)[C@H](Oc3c(-c4ccc(O)cc4)oc4cc(O)cc(O)c4c3=O)O[C@@H]2CO)[C@H](O)[C@H](O)[C@H]1O	8	7	·	9	·	·	2	10	·
Cc1ccc(NC(=O)CSCC(=O)Nc2cc(Cl)ccc2N2CCN(C)CC2)cc1	-1	0	-2	2	0	-5	-4	2	1.2
O=C(COC(=O)/C=C/c1ccc(Cl)c(Cl)c1)NC1CCCC1	12	1	·	5	·	9	-7	0	0.1
CC(Sc1nnc2ccccn12)C(=O)Nc1ccc2c(c1)OCCO2 (configuration not stated)	-4	1	-1	-16	-5	-4	-1	5	-0.3
CCOC(=O)Cc1csc(SCC(=O)NC2CCC(C)CC2)n1 (configuration not stated)	13	0	6	-18	-5	0	-2	-1	0.4
C#CCOCCOCCOCCNc1nc(N2CCN(C(=O)[C@H](CCCCN)n3cc([C@@H](N)C(C)CC)nn3)CC2)nc(N2CCN(C(=O)[C@H](Cc3cc4ccccc4[nH]3)n3cc([C@@H](N)C(C)CC)nn3)CC2)n1 (some centres not stated)	15	0	·	-7	·	·	-1	-2	·
CCN(CC)CCOC(=O)C1(c2ccc(OC)c(OC)c2)CCCC1	4	0	3	4	0	-1	-1	0	3.1
Cc1[nH]c(=O)[nH]c(=O)c1S(=O)(=O)N1CCCC(C(=O)N2CCC(Cc3ccccc3)CC2)C1 (configuration not stated)	-10	2	8	·	-2	-3	4	9	-0.2
COc1ccc(S(=O)(=O)Nc2cc3c4c(c2)CC(=O)N4CCC3)cc1C	8	0	1	i	-5	-4	-4	5	1.9
CCOC(=O)C1=C(CN2CCc3ccccc32)NC(=O)NC1c1ccc(Cl)cc1 (configuration not stated)	3	1	7	0	1	6	1	-2	6.8
Cn1cc(S(=O)(=O)Nc2cccc(F)c2)c(=O)n(C)c1=O	-10	0	12	5	6	1	-5	5	1.1
Cc1cc(NC(=O)CSc2nnc(-c3cccs3)n2N)no1	3	0	-8	10	-3	-1	-6	5	1.3
CCCC(=O)Nc1cccc(NC(=O)c2cccc([N+](=O)[O-])c2C)c1	-3	1	-8	10	0	-6	-1	2	1.0
COc1ccc(C(=O)n2c(-c3ccco3)nc3ccccc32)cc1	21	0	-1	0	1	6	1	-5	2.1
COc1ccc(C(=O)NCc2cccnc2)cc1S(=O)(=O)N1CCOCC1	5	1	-2	33	2	-3	3	2	-2.1
O=C(COC(=O)c1ccc(Br)o1)Nc1ccc(N2CCOCC2)cc1	18	5	·	·	·	-1	3	-2	3.3
Cc1ccc(Cl)cc1N1CCN(C(=O)CCS(=O)(=O)c2cccc3nonc23)CC1	13	4	10	2	-17	6	-6	-11	3.4
C=CCc1ccccc1OCCSc1nc2ccc([N+](=O)[O-])cc2s1	7	1	0	18	0	7	-2	7	2.5
O=C(COC(=O)c1ccc[nH]c1=O)NCCc1ccc(Cl)cc1Cl	8	1	-1	-12	18*	0	7	-3	2.9
Cc1nc(/C(N)=N/OC(=O)c2ccccc2Cl)c(C(F)(F)F)o1	8	3	-2	0	1	-5	9	-8	0.9
Cn1c(=O)c2c(-c3ccccc3)n3c4ccccc4ncc3c2n(C)c1=O	-21	0	-2	0	0	-1	3	2	-0.9
CCCCCCCCCC(=O)N/N=C(\C)c1cccnc1	0	0	-1	2	12	-4	-4	-4	3.8
COc1ccc2[nH]c(=O)c(CN(CCO)C(=O)NCc3ccccc3)cc2c1	10	0	6	5	-1	-3	2	-1	-1.3
CC(=O)c1ccc(NC(=O)CSc2nc(=O)n(CCN3CCOCC3)c3c2CCC3)cc1	8	1	-1	1	0	-1	-9	4	0.6
CCOC(=O)c1cnc(-c2ccccc2)nc1Oc1cccc(Cl)c1	-7	2	-7	-13	0	1	-7	-19	1.2
CCNc1ccc(C(=O)OCC)cc1NC(=O)c1cccc(N(C)C)c1	-5	3	2	4	2	1	4	1	3.5
O=P(OC1CCCCC1)(OC1CCCCC1)C(O)c1c(Cl)cccc1Cl (configuration not stated)	6	3	1	-20	0	4	-7	10	3.3
COc1ccc(CCN2C(=O)CC(NC34CC5CC(CC(C5)C3)C4)C2=O)cc1OC (configuration not stated)	0	2	-1	2	1	-4	-23	-19	0.1
Fc1ccc(Cl)cc1/C=N/n1cnnc1SCc1ccccc1	14	1	3	8	6	3	-3	-2	2.2
O=C(NCc1ccc2c(c1)OCO2)c1ccc(S(=O)(=O)C(F)F)cc1	8	1	-2	2	-2	6	7	4	1.4
O=C(C1=C(O)C(=O)N(CCOCCO)C1c1cccs1)c1cccs1 (configuration not stated)	6	4	-3	-29	1	-1	-66	-19	0.0
CCc1c(C)[nH]n(-c2nc(-c3ccccc3)cs2)c1=O	-6	2	-5	-11	-7	-1	5	-5	1.2
OCCCN=c1cc(-c2ccccc2)oc2ccc(Cl)cc12	-4	0	-4	-7	3	-4	-40	-1	2.2
O=C(Cn1cnc([N+](=O)[O-])n1)N/N=C/c1cc(Cl)ccc1O	12	0	-3	6	0	-1	-1	16	3.2
COc1ccc(OC)c(Nc2ncnc3c2cnn3-c2cccc(C)c2)c1	-24	2	-1	-7	4	0	-6	1	4.9
COc1ccc2oc(C(=O)OCC(=O)N3CCCC(C)C3)c(C)c2c1 (configuration not stated)	5	0	0	-9	3	-5	-10	8	2.6
CC(=O)N(Cc1cc2ccccc2[nH]c1=O)c1ccc(C)cc1	5	0	-12	-1	-1	1	9	-7	-0.6
Cc1ccc(-c2nnn(CC(=O)N(CC(=O)NC3CCCCC3)c3cnc4ccccc4c3)n2)o1	-18	2	1	22	1	1	-13	-11	-0.4
CCC(C)NC(=O)C1CCC(=O)N(c2ccc3c(c2)OCO3)C1c1ccc(OC)cc1 (configuration not stated)	-4	4	-6	-12	2	-1	3	5	-1.7
Nc1nc(NCCCN2CCOCC2)nc(Nc2ccccc2F)c1[N+](=O)[O-]	0	0	2	-1	2	-4	2	-1	-0.2
CC(CN1CCCCC1)c1ccccc1 (configuration not stated)	5	0	7	10	-2	3	4	7	1.1
O=C(COc1coc(CN2CCN(c3ccc(F)cc3)CC2)cc1=O)Nc1ccccc1	21	0	-7	-12	1	1	-2	10	0.8
CCCCn1c2nc3ccccc3nc2c2c(=O)n(CCC(C)C)cnc21	14	0	5	4	-3	5	5	4	-0.6
CC(NC(=O)CSc1n[nH]c(=O)n1C1CC1)C12CC3CC(CC(C3)C1)C2 (configuration not stated)	-4	·	-1	-7	0	-3	4	5	-2.6
CC(C)Oc1ccc(C(=O)Nc2c3c(nn2C(C)(C)C)CS(=O)(=O)C3)cc1	-1	1	1	5	1	3	-1	7	-0.3
COc1ccccc1CNC(=O)C(C)n1nc(C)n2c(cc3occc32)c1=O (configuration not stated)	3	0	3	1	-3	-3	4	4	0.2
COc1cccc(C(c2sc3nc(C)nn3c2O)N2CCN(C(=O)c3ccco3)CC2)c1 (configuration not stated)	-7	2	18	-5	1	-2	0	9	0.9

Five entries from above, with bars between the fields.
canonical_smiles | VLA-4 inh | GRK2 inh | core dimer inh | GASC-1 inh | CTSL1 counter | PP1 inh | procasp7 counter | procasp3 activ | PP5 primary
COc1ccc2oc(C(=O)OCC(=O)N3CCCC(C)C3)c(C)c2c1 (configuration not stated) | 5 | 0 | 0 | -9 | 3 | -5 | -10 | 8 | 2.6
CC(=O)N(Cc1cc2ccccc2[nH]c1=O)c1ccc(C)cc1 | 5 | 0 | -12 | -1 | -1 | 1 | 9 | -7 | -0.6
Cc1ccc(-c2nnn(CC(=O)N(CC(=O)NC3CCCCC3)c3cnc4ccccc4c3)n2)o1 | -18 | 2 | 1 | 22 | 1 | 1 | -13 | -11 | -0.4
CCC(C)NC(=O)C1CCC(=O)N(c2ccc3c(c2)OCO3)C1c1ccc(OC)cc1 (configuration not stated) | -4 | 4 | -6 | -12 | 2 | -1 | 3 | 5 | -1.7
Nc1nc(NCCCN2CCOCC2)nc(Nc2ccccc2F)c1[N+](=O)[O-] | 0 | 0 | 2 | -1 | 2 | -4 | 2 | -1 | -0.2

2 entries picked at random from those above, as already listed:
SMILES	VLA-4 inh	GRK2 inh	core dimer inh	GASC-1 inh	CTSL1 counter	PP1 inh	procasp7 counter	procasp3 activ	PP5 primary
CC(CN1CCCCC1)c1ccccc1 (configuration not stated)	5	0	7	10	-2	3	4	7	1.1
COc1ccc2oc(C(=O)OCC(=O)N3CCCC(C)C3)c(C)c2c1 (configuration not stated)	5	0	0	-9	3	-5	-10	8	2.6
